GRP78 ERSR act = qHTS for Inducers of the Endoplasmic Reticulum Stress Response (ERSR) in Human Glioma: qHTS; 0.02% of 420,000 active; Potency, µM, for the others: top-dose activation, most hits filed as activators; U87-MG GRP78 promoter luciferase reporter, 16 h; also: potency is read from the fitted curve at half-maximal effect; series mostly up to about 76 µM; % of control where 0% means no effect; nearly all actives have a fitted effect of over 35% in size
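Stably transfected U87-MG human glioma cells carrying a GRP78-based luminescent sensor were seeded at 1000 cells/well, pin-dosed with compounds and incubated 16 h. Luciferase reagent was then added, and end-point luminescence was read after 10 min at room temperature.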
RGS4 inh = Inhibitors of Regulator of G Protein Signaling (RGS) 4: qHTS; Regulator of G-protein signaling 4 (Homo sapiens), P49798; Transcreener GDP fluorescence polarization, RGS4-accelerated GTP hydrolysis; Potency, µM (doses to about 114 µM), for the others: at the highest dose activity change, negative = inhibition, usual class: inhibitors; 0.039% of 390,000 active; AID 504845, 2011; also: potency is read from the fitted curve at half-maximal effect; % is scaled to controls: 0 for no effect and ±100 for the full control effect; nearly all actives have a fitted effect of over 75% in size; some results filed as inactive show a strong effect at the top dose
Target sequence (P49798 whole entry, looked up): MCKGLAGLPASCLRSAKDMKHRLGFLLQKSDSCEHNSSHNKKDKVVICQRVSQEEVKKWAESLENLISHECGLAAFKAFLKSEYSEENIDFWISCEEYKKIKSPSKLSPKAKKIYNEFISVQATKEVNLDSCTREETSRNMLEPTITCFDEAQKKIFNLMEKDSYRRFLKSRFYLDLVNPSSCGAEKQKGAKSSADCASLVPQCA
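MLSMR compounds (23 nl, pin-transferred) preincubated 10 min at room temperature with a 500nM (2x) first reagent, then RGS4 at 900nM (2x) plus Transcreener GDP mix added; fluorescence polarization (620/688 nm) read before and after 90 min at 30 °C.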
12-LOX inh = Primary qHTS assay for inhibitors of human arachidonate 12S-lipoxygenase (ALOX12): Round 2. Polyunsaturated fatty acid lipoxygenase ALOX12 (Homo sapiens), P18054. purified 12hLO, xylenol orange hydroperoxide absorbance. Potency, µM (top dose mostly 108 µM), inactives show at the highest dose activity change, negative = inhibition, actives largely listed as inhibitors. 1.1% of 580,000 active. AID 1671190, 2021; also: potency is read from the fitted curve at half-maximal effect; % is scaled to controls: 0 for no effect and ±100 for the full control effect
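Purified human 12hLO (150 nM final) in 25 mM Hepes, 0.01% Triton X-100, pH 7.0 was preincubated 15 min at room temperature with compound. Then 40 uM arachidonic acid was added, 30 min. Hydroperoxide was read by Fe-XO absorbance ratio 573/405 nm.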
D2 antag = HTS Assay for Allosteric Antagonists of the Human D2 Dopamine Receptor: Primary Screen for Antagonists. 2% of 340,000 active. AID 485344, 2010. HEK293 TREx D2 cells, calcium flux, dopamine EC80. D(2) dopamine receptor (Homo sapiens), P14416. inhibition, % at 10 µM; in the data active = inhibition above about 30%; also: 0% is about no effect
Target sequence (P14416 whole entry, looked up): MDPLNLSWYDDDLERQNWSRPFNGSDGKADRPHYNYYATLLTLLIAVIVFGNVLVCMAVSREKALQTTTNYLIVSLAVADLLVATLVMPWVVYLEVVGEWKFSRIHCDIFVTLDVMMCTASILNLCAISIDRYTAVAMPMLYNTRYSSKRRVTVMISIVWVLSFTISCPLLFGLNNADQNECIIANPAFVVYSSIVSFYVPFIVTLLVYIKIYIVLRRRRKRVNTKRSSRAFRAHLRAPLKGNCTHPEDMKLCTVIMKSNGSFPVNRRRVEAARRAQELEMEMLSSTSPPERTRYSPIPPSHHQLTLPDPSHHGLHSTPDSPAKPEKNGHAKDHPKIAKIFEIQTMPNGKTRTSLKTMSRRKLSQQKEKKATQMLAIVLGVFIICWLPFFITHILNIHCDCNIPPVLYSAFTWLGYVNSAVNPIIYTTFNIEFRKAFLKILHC
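Calcium mobilization kinetics were recorded at 1 s intervals in tetracycline-induced HEK293 T-REx D2 cells, first for 180 s after compound addition and then 180 s after EC80 dopamine.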
Vif-APOBEC3G blk = qHTS for Inhibitors of Vif-A3G Interactions: qHTS; DNA dC->dU-editing enzyme APOBEC-3G (Homo sapiens), Q9HC16; HeLa A3G-eYFP + Vif (tagged APOBEC3G with the HIV-1 protein that degrades it), YFP fluorescence, overnight; Potency, µM (highest dose often 46.1 µM), for inactives: at the top dose activity, negative = active, actives largely listed as inhibitors; 0.076% of 410,000 active; AID 602310, 2012;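 also: potency is read from the fitted curve at half-maximal effect; % is scaled to controls: 0 for no effect and ±100 for the full control effect; nearly all actives have a fitted effect of over 60% in size; hits raise eYFP signal because A3G escapes Vif-driven loss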
Target sequence (Q9HC16 whole entry, looked up): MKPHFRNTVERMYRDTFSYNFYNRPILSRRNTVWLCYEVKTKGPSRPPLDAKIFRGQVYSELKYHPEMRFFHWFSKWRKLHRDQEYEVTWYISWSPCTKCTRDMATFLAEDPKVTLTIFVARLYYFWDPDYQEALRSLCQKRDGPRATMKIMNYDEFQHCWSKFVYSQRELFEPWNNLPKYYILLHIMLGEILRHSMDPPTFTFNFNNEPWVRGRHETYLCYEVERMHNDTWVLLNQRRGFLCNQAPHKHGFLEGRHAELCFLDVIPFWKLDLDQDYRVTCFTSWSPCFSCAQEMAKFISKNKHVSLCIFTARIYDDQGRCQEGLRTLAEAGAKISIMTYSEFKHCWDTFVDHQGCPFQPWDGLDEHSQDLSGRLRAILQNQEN
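HeLa cells stably expressing Vif and C-terminally eYFP-tagged A3G, seeded overnight at 37 deg C, then exposed to compound by pintool overnight at 37 deg C. Rise in yellow fluorescence (Ex 488/Em 500-530, Acumen) marks blocked Vif-driven A3G degradation.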
LDHA inh = qHTS assay for inhibitors of human lactate dehydrogenase | activity change, % (values are at about 110 or 230 µM) | L-lactate dehydrogenase A chain (Homo sapiens), P00338 | 0.15% of 480,000 active | purified LDHA, NADH/diaphorase-resazurin fluorescence; hits give low values; in the data active = activity change below about -30%; inconclusive = mostly about -25% to -30%;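 also: plate controls were DMSO wells for no effect and wells without enzyme for full effect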
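Human LDH5 at 2 nM final in Tris HCl pH 7.4 with 0.06 mM NADH and 0.2 mM pyruvate, reacted 5 minutes at room temperature. Remaining NADH coupled via diaphorase/resazurin; resorufin fluorescence read at 0 and 20 minutes, normalized to enzyme-free and DMSO wells.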
ERG-DNA inh = qHTS for Small Molecule Inhibitors of the ERG Ets/DNA interaction | Transcriptional regulator ERG (Homo sapiens), P11308 | fluorescence polarization, His-ERG Ets domain / labelled DNA | Potency, µM (titrated, usually from 76.9 µM), for inactives: at the highest dose FP activity, negative = inhibition, actives largely listed as inhibitors | 0.028% of 370,000 active; active = well fitted inhibition curve with a large enough effect in the polarisation, with a control signal flat; inconclusive = small, poorly fitted or top-dose-only effect, or effect the other way, or a change in a side signal; inactive = no such curve, though single readings can be large or run the other way; the % refers to the polarisation;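 also: polarization taken with two DNA probes labelled with fluorescein and Texas red; potency is read from the fitted curve at half-maximal effect; % of control where 0% means no effect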
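His-tagged ERG Ets domain (1 uM in the protein solution; 300mM KCl, 50mM Tris-HCl, 1mM EDTA, 1mM DTT, pH 7.5) received compound, then a probe mix of 5 nM fluorescein-DNA and 100nM Texas-615-DNA. Fluorescence polarization was read for both dyes.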
D2 ag = HTS Assay for Allosteric Agonists of the Human D2 Dopamine Receptor: Primary Screen for Agonists | D(2) dopamine receptor (Homo sapiens), P14416 | HEK293 T-REx D2 cells, calcium flux agonist mode | activation, % at 2 µM | 0.53% of 340,000 active;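 active = activation over 3 SD above normal in the single-dose calcium agonist read, cut at about 30% in these data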; also: 0% is about no effect
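Tetracycline-induced HEK293 T-REx cells with force-coupled D2 receptor, plated overnight at 30 C, loaded with no-wash calcium dye. After a 10 s baseline, compound was pin-added and calcium flux read kinetically for 180 s; calcium rises flagged agonists.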
Vif-A3F inh = qHTS for Inhibitors of Vif-A3F Interactions: qHTS; HeLa A3F-eYFP + Vif (tagged APOBEC3F with the HIV-1 protein that degrades it), YFP fluorescence increase; Potency, µM (doses to about 46.1 µM), for the others: at the top dose activity, negative = active; AID 602313, 2012; 0.2% of 390,000 active; also: potency is read from the fitted curve at half-maximal effect; % of control where 0% means no effect; nearly all actives have a fitted effect of over 65% in size
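HeLa cells stably expressing A3F-eYFP plus Vif, plated and incubated overnight at 37 deg C, then exposed to compounds overnight at 37 deg C. Blocked degradation read as raised yellow fluorescence (Ex 488/Em 500-530).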
Numbers without * were called inactive; [ ] = another dose, or the depositor's remark. Unless noted, calls follow the shape of the dose curve; as a rule, active = well fitted curve in the direction sought with a large enough effect; inconclusive = small, poorly fitted or top-dose-only effect, or another doubt; inactive = no such curve, though single readings can be large; an effect the other way counts as inactive or inconclusive. A portion of the library; count on the stated rates, not on these rows.

For O=C(CC1NCCc2ccccc21)Nc1cccc(Cl)c1 (configuration not stated) the results were GRP78 ERSR act 5%, RGS4 inh -5%, 12-LOX inh 9%, D2 antag 22, Vif-APOBEC3G blk 5%, LDHA inh -1, ERG-DNA inh -4%, D2 ag 35* and Vif-A3F inh -29%.
For COc1ccc(N2CCN(CCCNC(=O)CC3Oc4ccc(C)cc4NC3=O)CC2)cc1 (configuration not stated) the results were GRP78 ERSR act 2%, RGS4 inh -8%, 12-LOX inh 390%[activator], D2 antag 11, Vif-APOBEC3G blk 2%, LDHA inh 8, ERG-DNA inh 9%, D2 ag 0.3 and Vif-A3F inh 3%.
`COC(=O)c1ccc(C2C(C(=O)Nc3ccccc3C)=C(C)Nc3ncnn32)cc1` (configuration not stated) gave GRP78 ERSR act -5%, RGS4 inh 9%, 12-LOX inh 3%, D2 antag -7, Vif-APOBEC3G blk 3%, LDHA inh -11, ERG-DNA inh 0%, D2 ag 0.1 and Vif-A3F inh -1%.
Screening O=C1C(Cl)=C(N2CCOCC2)C(=O)N1CCc1ccccc1 returned GRP78 ERSR act -1%, RGS4 inh -4%, 12-LOX inh inconclusive, D2 antag 2, Vif-APOBEC3G blk -6%, LDHA inh -11, ERG-DNA inh -4%, D2 ag 1.0 and Vif-A3F inh 4%.
COc1ccc(O)c(CN2CCCC(N3CCc4ccccc4C3)C2)c1 (configuration not stated) was read as GRP78 ERSR act -1%, RGS4 inh -2%, 12-LOX inh 81%[activator], D2 antag 19, Vif-APOBEC3G blk 2%, LDHA inh 0, ERG-DNA inh 8%, D2 ag -1.3 and Vif-A3F inh -7%.
For CS(=O)(=O)Nc1ccc(C(=O)CSc2nnc(C3CC3)n2C2CC2)cc1 the results were GRP78 ERSR act -3%, RGS4 inh 13%, 12-LOX inh -3%, D2 antag -1, Vif-APOBEC3G blk -1%, LDHA inh -5, ERG-DNA inh 4%, D2 ag 0.2 and Vif-A3F inh 2%.
`COc1ccc(CN2CCNC(=O)C2CC(=O)N(C)CC2CCOCC2)cc1C` (configuration not stated) gave GRP78 ERSR act -2%, RGS4 inh 11%, 12-LOX inh inconclusive, D2 antag 4, Vif-APOBEC3G blk -3%, LDHA inh 3, ERG-DNA inh 11%, D2 ag 0.5 and Vif-A3F inh 4%.
CCOC(=O)c1cc2ccccc2n1CCN(CC)CC was read as GRP78 ERSR act -3%, RGS4 inh 18%, 12-LOX inh -15%, D2 antag 4, Vif-APOBEC3G blk 1%, LDHA inh 1, ERG-DNA inh 3%, D2 ag 0.8 and Vif-A3F inh 0%.
For COc1ccc(NC(=O)c2cc3c(CO)cnc(C)c3oc2=Nc2cc(OC)cc(OC)c2)cc1 the results were GRP78 ERSR act 1%, RGS4 inh 3%, 12-LOX inh 22%, D2 antag 0, Vif-APOBEC3G blk -1%, LDHA inh -4, ERG-DNA inh 1%, D2 ag -0.9 and Vif-A3F inh inconclusive.
Screening Cc1cccc(OCCNc2cc(N3CCN(CCO)CC3)ccc2[N+](=O)[O-])c1 returned GRP78 ERSR act 2%, RGS4 inh inconclusive, 12-LOX inh inconclusive, D2 antag -1, Vif-APOBEC3G blk -8%, LDHA inh 8, D2 ag 1.9 and Vif-A3F inh -4%.
O=[N+]([O-])c1ccccc1OCc1nc(-c2cccs2)no1 was read as GRP78 ERSR act 0%, RGS4 inh 12%, 12-LOX inh -5%, D2 antag -9, Vif-APOBEC3G blk -6%, LDHA inh -2, ERG-DNA inh 2%, D2 ag 3.7 and Vif-A3F inh 0%.
`CCOC(=O)N1CCN(CC(O)COc2ccc(-c3ccccc3)cc2)CC1` (configuration not stated) gave GRP78 ERSR act -2%, RGS4 inh 8%, 12-LOX inh -30%, D2 antag 9, Vif-APOBEC3G blk 0%, LDHA inh -1, ERG-DNA inh -3%, D2 ag 14 and Vif-A3F inh -8%.
CC(C)CC(NC(N)=O)C(=O)OCC(=O)Nc1ccc(OC(F)F)cc1 (configuration not stated) was read as GRP78 ERSR act 3%, RGS4 inh inconclusive, 12-LOX inh -14%, D2 antag -28, Vif-APOBEC3G blk 6%, LDHA inh -6, ERG-DNA inh 10%, D2 ag 1.6 and Vif-A3F inh 3%.
O=C(/C=C/c1ccc(O)c(O)c1)NC(=O)c1ccccc1O was read as GRP78 ERSR act 12%, RGS4 inh 6%, 12-LOX inh 40µM*, D2 antag -14, Vif-APOBEC3G blk -5%, LDHA inh 5, ERG-DNA inh 2%, D2 ag 0.5 and Vif-A3F inh -6%.
Screening COc1ccc(C(=O)C(C)N(C(=O)c2ccc(Cl)cc2Cl)N2C(=O)C3C4C=CC(C4)C3C2=O)cc1 (configuration not stated) returned GRP78 ERSR act -1%, RGS4 inh -19%, 12-LOX inh 5%, D2 antag -3, Vif-APOBEC3G blk 3%, LDHA inh -3, ERG-DNA inh 0%, D2 ag 0.6 and Vif-A3F inh 0%.
`COc1ccc(NC(=O)CN(c2ccc([N+](=O)[O-])cc2)S(=O)(=O)c2ccccc2)cc1` gave GRP78 ERSR act -3%, RGS4 inh -23%, 12-LOX inh -7%, D2 antag -8, Vif-APOBEC3G blk inconclusive, LDHA inh 0, ERG-DNA inh -10%, D2 ag -1.1 and Vif-A3F inh 5%.
Brc1ccc(Oc2ncc(CN3CCN(c4ccccc4)CC3)s2)cc1 was read as GRP78 ERSR act -4%, RGS4 inh -4%, 12-LOX inh inconclusive, D2 antag -4, Vif-APOBEC3G blk 0%, LDHA inh -2, ERG-DNA inh 4%, D2 ag 0.4 and Vif-A3F inh 0%.
Screening Cc1ccc(S(=O)(=O)NCC(=O)OCC(=O)N2CC(C)OC(C)C2)cc1 (configuration not stated) returned GRP78 ERSR act -2%, RGS4 inh -4%, 12-LOX inh -25%, Vif-APOBEC3G blk 3%, LDHA inh -3, ERG-DNA inh -17% and Vif-A3F inh -8%.
For COc1ccccc1C(=O)N1CCN(Cc2cccnc2)CC1 the results were GRP78 ERSR act -3%, RGS4 inh 4%, D2 antag -13, Vif-APOBEC3G blk 4%, LDHA inh -33*, ERG-DNA inh 7%, D2 ag -0.2 and Vif-A3F inh 0%.
For O=C(CSc1nc2ccccc2[nH]1)N1CCN(c2ccc(F)cc2)CC1 the results were GRP78 ERSR act -2%, RGS4 inh -9%, 12-LOX inh 0%, D2 antag -25, Vif-APOBEC3G blk 5%, LDHA inh -4, ERG-DNA inh -9%, D2 ag -0.1 and Vif-A3F inh 7%.
Screening CCOc1ccccc1NS(=O)(=O)c1c(C)noc1C returned GRP78 ERSR act -1%, RGS4 inh 34%, 12-LOX inh -37%, D2 antag -16, Vif-APOBEC3G blk 3%, LDHA inh 0, ERG-DNA inh 2%, D2 ag -1.5 and Vif-A3F inh -3%.
COc1ccc2c(c1OC)C(=O)N(c1cccc(/C=C/C(=O)O)c1)C2 was read as GRP78 ERSR act -4%, RGS4 inh -9%, 12-LOX inh inconclusive, D2 antag 1, Vif-APOBEC3G blk 0%, LDHA inh -3, ERG-DNA inh 15%, D2 ag -0.1 and Vif-A3F inh 0%.
For COc1cc2cncc(Cc3ccccc3)c2cc1O the results were GRP78 ERSR act -3%, RGS4 inh -28%, 12-LOX inh inconclusive, Vif-APOBEC3G blk 0%, LDHA inh 0, ERG-DNA inh 3% and Vif-A3F inh 9%.
For CN1CCN(C(=O)/C=C/c2ccc3c(c2)OCO3)CC1 the results were GRP78 ERSR act 1%, RGS4 inh -2%, 12-LOX inh -23%, D2 antag -15, Vif-APOBEC3G blk 1%, LDHA inh -1, ERG-DNA inh -1%, D2 ag 0.4 and Vif-A3F inh 3%.
Screening Cc1cc(NC(=O)NC(=O)c2ccccc2NC(=O)CN(C)C)ccc1Oc1ncc(Br)cn1 returned GRP78 ERSR act -5%, RGS4 inh 22%, 12-LOX inh -13%, Vif-APOBEC3G blk inconclusive, LDHA inh 2, ERG-DNA inh 1% and Vif-A3F inh -20%.
Screening Fc1cc(Br)ccc1Nc1c2c(nc3nc(-c4cccs4)nn13)CCCC2 returned GRP78 ERSR act -5%, RGS4 inh -26%, 12-LOX inh -10%, Vif-APOBEC3G blk -2%, LDHA inh 1, ERG-DNA inh 6%, D2 ag -0.4 and Vif-A3F inh -11%.

Assay outcomes from PubChem.
